BL2 CD40 inh = inhibitors of CD40-induced NF-kB signaling, primary screen, BL2 cells, luciferase reporter, single point. 0.94% of 83,000 active. inhibition, % at 10 µM. CD40L-induced, 4 h;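 active = mean inhibition of at least 50% with a set share of replicates also reaching that level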;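 note: 0% = neutral control wells and 100% = IKK inhibitor VII at 50 µM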
Numbers without * were called inactive; & = joins results of further samples; [ ] = dose if it differs, or a comment. Not all compounds are listed. The share of hits here may be higher or lower than overall.

Structure | BL2 CD40 inh
Cc1ccccc1-c1ccc(C2[C@@H]3CN(Cc4cccnc4)C[C@H]2N3)cc1 (stereo partly drawn) | -12&-4
c1cnc2ccc(-c3ccc4ncccc4c3)cc2c1 | 0
COc1ccccc1-c1ccc(C2[C@H]3CNC[C@@H]2N3S(=O)(=O)c2ccc(C)cc2)cc1 (stereo partly drawn) | -11&-2
CC1CC(C)CN(S(=O)(=O)c2ccc3c(c2)CC(=O)N3)C1 (stereo not drawn) | 13
Cc1cc(C(=O)CNCc2ccco2)c(C)n1-c1ccc(F)cc1 | 6
Cc1ccc(NC(=O)Cc2nc(COC(=O)Cc3cccc(C(F)(F)F)c3)cs2)cc1 | -16
Nc1nonc1-c1nc2ccccc2n1CC(=O)N1CCCCC1 | 5
CN(C)c1ccc(CNc2ncnc3sccc23)cc1 | -14
CC(C)Oc1ccc(C(=O)Nc2cccc(S(=O)(=O)N3CCCC3)c2)cc1 | 2
COCc1cc(SC2CCCCC2)nc(C)n1 | 2
O=C(NCCOc1ccccc1)c1ccccc1SCC(=O)N1CCCC1 | 5
Cc1ccc(-c2noc(CCC(=O)Nc3ccc(C)cn3)n2)cc1 | 3
OC(COc1ccc(CNCCc2ccccc2F)cc1)CN1CCCCC1 (stereo not drawn) | -11
CCOC(=O)c1[nH]c(=S)n(-c2ccccc2)c1C(=O)OCC | 22
COc1cccc(S(=O)(=O)Nc2ccc3c(c2)C(=O)N(C)C[C@@H](OC)[C@H](C)CN(Cc2ccccc2F)[C@H](C)CO3)c1 | 16[25 µM]
CC1Cc2ccccc2N1C(=O)c1cnc2n(c1=O)CCS2 (stereo not drawn) | 1
COc1ccccc1-c1ccc([C@H]2[C@H](C#N)N(C(=O)C3CC3)[C@H]2CO)cc1 | -3
OC[C@@H]1[C@H](c2ccc(Br)cc2)[C@@H]2CN(Cc3cncnc3)CCCCN12 | -82
C/C=C/c1ccccc1[C@H]1[C@@H](CO)N(C(=O)Nc2ccc(OC)cc2)[C@H]1C#N | 5[25 µM]
COCC(=O)Nc1ccc(C(C)C)cc1 | 6
O=C(Nc1ccc(NS(=O)(=O)c2ccccc2)cc1)c1ccccc1Cl | 2
COc1cc(CC2C(=O)Nc3ccccc32)cc(C)c1O (stereo not drawn) | 11
C[C@@H]1CN([C@@H](C)CO)C(=O)CCCn2cc(nn2)CO[C@H]1CN(C)Cc1cccc2c1OCCCO2 | -11[25 µM]
O=C(Nc1ccc(OCC(=O)N2CCOCC2)cc1)Nc1cccc2ccccc12 | -2
CN1c2ccc(-c3ccc(C#N)cc3)cc2[C@@H]2[C@@H](CCN2C(=O)Nc2ccccc2F)[C@@H]1CO | 9[25 µM]
Nc1ncc(Br)cc1S(=O)(=O)NCCC(=O)NCCc1ccccc1 | -10
CN1CCN(c2ccc([N+](=O)[O-])cc2S(=O)(=O)N2CCOCC2)CC1 | 16
CCOC(=O)C1(Cc2ccc(Cl)cc2)CCN(C(=O)c2cc(C)nc(C)n2)CC1 | 1
C[C@@H]1CN([C@H](C)CO)C(=O)c2ccccc2-c2ccccc2CO[C@@H]1CN(C)S(=O)(=O)c1ccc([N+](=O)[O-])cc1 | 4[25 µM]
Cc1ccc(S(=O)(=O)Nc2ccc3c(c2)C(=O)N([C@H](C)CO)C[C@@H](C)[C@H](CN(C)S(C)(=O)=O)OCCCC[C@@H](C)O3)cc1 | 7
CN(C)C(=O)c1ccc(-c2ccc3c(c2)[C@@H]2[C@@H](CCN2C(=O)C2CCCCC2)[C@H](CO)N3C)cc1 | 20
O=C(NCc1ccccn1)c1cc2n(n1)C(C(F)(F)F)CC(c1ccco1)N2 (stereo not drawn) | 10
CCC1(C)COC(c2ccc(OC)c(OC)c2)OC1 (stereo not drawn) | 5
COc1cc(NC(=O)C2(C)CCCN(C(C)C)C2)cc(OC)c1OC (stereo not drawn) | 5
COc1ccc(C(CNC(=O)c2cc(C)on2)N(C)C)cc1 (stereo not drawn) | -12
COC(=O)c1ccccc1OC(=O)c1cccnc1 | -24
O=C(NC[C@H]1N[C@H](CO)[C@@H]1c1ccc(-c2ccccc2)cc1)c1cccc(F)c1 | 3[25 µM]
OC[C@H]1[C@H](c2ccc(-c3ccc(F)cc3)cc2)[C@@H]2CN(Cc3ccncc3)CCCCN12 | -8[25 µM]
Cc1ccccc1-c1ccc([C@H]2[C@@H](CO)N3C(=O)CN(C(=O)Nc4cccc(F)c4)C[C@@H]23)cc1 | 19[25 µM]
CCCCCn1c(C(C)NC(=O)CCC)nc2ccccc21 (stereo not drawn) | 5
C[C@H](CO)N1C[C@H](C)[C@H](CN(C)C(=O)Nc2ccccc2C(F)(F)F)OCc2ccccc2-c2ccccc2C1=O | -7[25 µM]
Cc1ccccc1OCC(=O)OCC(=O)NCc1cccs1 | 14
O=C(OCc1cccc([N+](=O)[O-])c1)c1cc(=O)[nH]c2ccccc12 | -4
O=C(Nc1ccc2c(c1)OCO2)N[C@H]1CC[C@@H](CCNC(=O)C2CCCC2)O[C@H]1CO | 1
CCS(=O)(=O)N1CCCCN2[C@H](C1)[C@H](c1ccc(-c3ccc(C#N)cc3)cc1)[C@@H]2CO | 7[25 µM]
COc1ccccc1CNS(=O)(=O)c1cc2c3c(c1)CCC(=O)N3CCC2 | 14
CCOc1ccc(-c2cc(C(=O)NCCCn3ccnc3)c3ccccc3n2)cc1 | -38
CN(c1ccccc1)S(=O)(=O)c1ccc(NC(=O)c2ccco2)cc1 | -5
COc1ccc(-c2noc(-c3ccccc3-c3ccccc3)n2)cc1 | -13
CC(=O)c1cccc(-c2ccnc3c2CC(C(=O)NCc2ccco2)O3)c1 (stereo not drawn) | 3
Cc1sc2ncnc(N3CCC(C(=O)Nc4nc5ccc(Cl)cc5s4)CC3)c2c1C | -81
CC1(O)C(=O)c2ccccc2N(c2ccccc2)C1=O (stereo not drawn) | 10
Cn1c(N)c(N2CCCCC2)c(=O)n(CC(=O)Nc2cccc(C#N)c2)c1=O | 6
COc1ccc(C(=O)CCC(=O)O)c(C)c1 | 1
CCC(CC)c1nnc(NC(=O)C2CC(=O)N(CCc3ccc(OC)c(OC)c3)C2)s1 (stereo not drawn) | 3
Cc1[nH]c2ccc3c(ncn3CCC#N)c2c1C | 3
CCOc1c(Br)cc(C(N)=O)cc1OC | 4
OCCNC(=S)Nc1ccc2nsnc2c1 | -4
CC=Cc1ccc2n(c1=O)C[C@@H]1[C@@H](CO)[C@H](C(=O)NCCOC)[C@H]2N1Cc1nccs1 (mixture of isomers) | 6[25 µM]
CCSc1ccc(-c2cc(NC=O)c3ncc(-c4cccc(C(=O)N(C)C)c4)n3c2)cc1 | 51*

More entries follow.
Structure | BL2 CD40 inh
COc1cc2nc(N(CCCN(C)C)C(=O)c3ccc(S(=O)(=O)N4CCc5ccccc54)cc3)sc2cc1OC | 1
O=C(CN1CCOCC1)N1[C@@H]2CNc3ccccc3[C@@H]2[C@@H]1CO | 9[25 µM]
CCCNC(=O)N1CC(=O)N2[C@H](CO)[C@@H](c3ccc(-c4ccc(F)cc4)cc3)[C@H]2C1 | -4[25 µM]
Cn1cccc1C(=O)OCc1csc(-c2ccccc2)n1 | 9
COc1ccccc1C(=O)NC(CCSC)C(=O)NNC(=O)c1ccncc1 (stereo not drawn) | 3
N#C[C@H]1[C@@H](c2ccc(C3=CCCC3)cc2)[C@H](CO)N1c1nc(-c2ccccc2)cs1 | -12[25 µM]
C[C@@H]1CN(C)C(=O)c2cc(NS(C)(=O)=O)ccc2O[C@@H]1CN(C)S(C)(=O)=O | -3
COC(=O)c1ccc2nccnc2c1 | 9
CCCNC(=O)N1CC2(CCN(Cc3cccc(OC)c3)CC2)c2c(n(C)c3cc(OC)ccc23)[C@H]1CO | 4[25 µM]
COCC(=O)N1CCC(Oc2ccc(C(=O)NCCCC3CCCC3)cc2)CC1 | 7
CCOCC(=O)Nc1ccc(C)c(Cl)c1 | 3
COc1ccccc1CNC(=O)C[C@H]1CC[C@H]2[C@@H](COc3ccc(NC(C)=O)cc3C(=O)N2C)O1 | -9[25 µM]

Among those listed so far, these have a nitro group on carbon.
Structure | BL2 CD40 inh
CN1CCN(c2ccc([N+](=O)[O-])cc2S(=O)(=O)N2CCOCC2)CC1 | 16
C[C@@H]1CN([C@H](C)CO)C(=O)c2ccccc2-c2ccccc2CO[C@@H]1CN(C)S(=O)(=O)c1ccc([N+](=O)[O-])cc1 | 4[25 µM]
O=C(OCc1cccc([N+](=O)[O-])c1)c1cc(=O)[nH]c2ccccc12 | -4

Later entries.
Structure | BL2 CD40 inh
c1ccc2c(c1)Nc1cc3ccccc3cc1O2 | -7
CO[C@H]1CN(C)C(=O)c2cc(NC(=O)Nc3ccccc3F)ccc2OC[C@H](C)NC[C@H]1C | -2
N#Cc1ccc(NC(=O)COc2ccc(-n3cnnn3)cc2)cc1 | 7
CC(CN1CCCCC1)C(=O)NN (stereo not drawn) | 22
c1ccc(-c2nnc3sc(-c4ccncc4)nn23)cc1 | 6
COc1ccc(NC(=O)CSc2nnc(Cc3ccccc3)o2)c(OC)c1 | 0
CO[C@H](CN(C)Cc1cc(F)ccc1F)[C@H](C)CN([C@@H](C)CO)S(=O)(=O)c1ccc(C)cc1 | 8[25 µM]
COc1ccc(S(=O)(=O)N2CCC(C(=O)N3CCc4ccccc4C3)CC2)cc1 | 11
Cc1cc(S(=O)(=O)NCC(=O)O)ccc1F | 4
Cc1cc2ccccc2c(=O)[nH]1 | 1
O=C(C[C@@H]1CC[C@H]2[C@@H](COC[C@H](O)CN2Cc2ccc(Oc3ccccc3)cc2)O1)N1CCN(c2ccccc2)CC1 | 14[25 µM]
O=C1CC(c2cccs2)Sc2nc3ccccc3n21 (stereo not drawn) | -108
OC[C@@H]1CN(Cc2ccc(Cl)cc2)C[C@H](n2cnc3c(Nc4ccccc4)ncnc32)O1 | 18
CN1[C@@H]2c3ccc(-c4ccccc4F)c(=O)n3C[C@@H]2[C@@H](CO)[C@@H]1C(=O)NCc1ccncc1 | 0[25 µM]
CS(=O)(=O)N(CC(=O)N1CCc2ccccc2C1)Cc1ccccc1 | 12
N#C[C@H]1[C@@H](c2ccccc2-c2ccc(F)cc2)[C@@H](CO)N1C(=O)Cc1ccccc1 | 8[25 µM]
COc1ccc(-c2coc3cc(O)cc(O)c3c2=O)cc1 | -53
NC(Cc1ccc(OC(F)F)cc1)C(=O)O (stereo not drawn) | 11
N#Cc1c2ccc(OCC(=O)NCc3ccco3)cc2n2ccccc12 | 4
N#C[C@@H]1N[C@H](CO)[C@H]1c1ccc(C2=CCCC2)cc1 | -4[25 µM]
CC(C)CC(NC(=O)c1ccc(Cl)cc1)C(=O)O (stereo not drawn) | 2
O=C(Cc1cccs1)Nc1nnc(CCc2ccccc2)s1 | 18
O=C(Cn1nnc(-c2ccccc2)n1)N1CCN(c2ccc(F)cc2)CC1 | 6
OC(CN1CCCCC1)c1ccc(Br)cc1 (stereo not drawn) | 2
CCOc1ncccc1C(=O)Nc1nc(SC)ns1 | -87
CNC1(C(N)=O)CCN(Cc2ccccc2)CC1 | 3
CCC(=O)N1N=C(c2ccc(NS(=O)(=O)c3ccccc3)cc2)CC1c1ccco1 (stereo not drawn) | 6
COc1ccc(CNC(=O)CN2CCC(n3nnc4cc(F)ccc43)CC2)cc1 | 0
CC(NC(=O)COC(=O)COc1ccc(C(=O)c2ccccc2)cc1)c1ccccc1 (stereo not drawn) | -2
O=C(c1ccccc1NS(=O)(=O)c1ccc(F)cc1)N1CCc2ccccc21 | 1
COc1ccc(C(=O)C2CCN(CC(=O)Nc3ccc(C)cc3)CC2)cc1 | 5
O=C(NCC1CCCO1)c1cc([N+](=O)[O-])ccc1N1CCC(Cc2ccccc2)CC1 (stereo not drawn) | 1
CCc1ccc(OCC(=O)OCC(=O)c2ccc3c(c2)NC(=O)CO3)cc1 | -1
Cn1c(=O)[nH]c(=O)c2c1nc(NCc1ccccc1)n2CC(O)c1ccccc1 (stereo not drawn) | 9
O=C(CCNS(=O)(=O)c1cccc2nsnc12)Nc1ccc2c(c1)OCCO2 | 26
CCCn1c(NC(=O)C2CCN(C(=O)c3ccccc3C)CC2)nc2ccccc21 | 5

Overlap with the part before: 6 entries; new compounds follow.
Structure | BL2 CD40 inh
COc1ccc(C(=O)C2CCN(CC(=O)Nc3ccc(C)cc3)CC2)cc1 | 5
O=C(NCC1CCCO1)c1cc([N+](=O)[O-])ccc1N1CCC(Cc2ccccc2)CC1 (stereo not drawn) | 1
CCc1ccc(OCC(=O)OCC(=O)c2ccc3c(c2)NC(=O)CO3)cc1 | -1
Cn1c(=O)[nH]c(=O)c2c1nc(NCc1ccccc1)n2CC(O)c1ccccc1 (stereo not drawn) | 9
O=C(CCNS(=O)(=O)c1cccc2nsnc12)Nc1ccc2c(c1)OCCO2 | 26
CCCn1c(NC(=O)C2CCN(C(=O)c3ccccc3C)CC2)nc2ccccc21 | 5
O=C(CNC(=O)c1ccccc1)OCC(=O)N1c2ccccc2Sc2ccccc21 | 3
Cc1cccc(N2CCN(C(=O)CN3C(=O)NC(C)(C)C3=O)CC2)c1C | -25
CCc1ccccc1NC(=O)N1CCC(NC(=O)C(Cc2ccccc2)NC(C)=O)CC1 (stereo not drawn) | 3
Cc1ccc(S(=O)(=O)Nc2ccc(-n3cnnn3)cc2)c(C)c1 | 1
C=CC(=O)N1C/C(=C/c2ccc(Cl)cc2)C(=O)/C(=C\c2ccc(Cl)cc2)C1 | 93*
CC(C)c1nc(NCCN2CCOCC2)c(C#N)c2c1COC(C)(C)C2 | -6
CCC(C)(C)n1nnnc1CN1CCN(c2ccc(OC)cc2)CC1 | 4
CN(C(=O)c1cccs1)c1ccc(OCC(=O)Nc2ccc(C(=O)O)cc2)cc1 | 7
CC(=O)N1CCN(c2ccccc2NC(=O)c2cccs2)CC1 | 1
